yeast rad50 = NCI yeast anticancer drug screen, S. cerevisiae rad50 strain. % growth inhibition at 50 µM. 79,000 tested, 10% active;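 also: 0% = growth of vehicle-only cultures of the same strain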
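Vehicle-treated cultures provide the reference for the growth inhibition reported for compound-exposed, repair-deficient yeast.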
yeast sgs1 mgt1 = NCI yeast anticancer drug screen, S. cerevisiae sgs1 mgt1 strain | growth inhibition, % at 50 µM | 78,000 tested, 10% active | AID 161;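 also: 0% = growth of vehicle-only cultures of the same strain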
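Inhibition of yeast growth, normalised to vehicle-treated controls, is reported for a strain bearing genetic alterations in DNA damage repair.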
bub3 = NCI yeast anticancer drug screen, S. cerevisiae bub3 mutant strain; growth inhibition, % at 50 µM; 78,000 tested, 9.9% active; AID 167;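 also: 0% = growth of vehicle-only cultures of the same strain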
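Steps: expose the mutant yeast strain to compound; grow alongside vehicle-treated cultures; measure growth; express inhibition against the vehicle cultures.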
yeast mlh1 rad18 = NCI yeast anticancer drug screen, S. cerevisiae mlh1 rad18 strain. growth inhibition, % at 50 µM. 79,000 tested, 11% active;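 also: 0% = growth of vehicle-only cultures of the same strain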
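Compound-treated yeast growth, normalised to vehicle controls. Strain bears defined DNA repair mutations.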
mec2-1 = NCI yeast anticancer drug screen, S. cerevisiae mec2-1 strain. growth inhibition, % at 50 µM. 79,000 tested, 9% active;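 also: 0% = growth of vehicle-only cultures of the same strain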
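Compounds were applied to mec2-1 yeast cells. Their growth was then compared with that of vehicle-treated cultures to give growth inhibition.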
yeast cln2 rad14 = NCI yeast anticancer drug screen, S. cerevisiae cln2 rad14 strain. growth inhibition, % at 50 µM. 78,000 tested, 8.3% active;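 also: 0% = growth of vehicle-only cultures of the same strain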
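Each compound was tested on cln2 rad14 yeast. Inhibition of growth was calculated against vehicle-exposed controls.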
Starred values were filed as active, the others as inactive; x = not tested or not shown; & = joins results of further samples. Rule as the data show it: active = growth inhibition above about 70%; inactive = the rest.

SMILES	yeast rad50	yeast sgs1 mgt1	bub3	yeast mlh1 rad18	mec2-1	yeast cln2 rad14
N#CCCC1(CCC#N)CCc2ccccc2C1=O	27	25	8	40	1	26
CCCCC[C@@H]1CC=CC(NC(=O)OCc2ccccc2)C1C=O (stereo partly drawn)	-8	21	26	18	2	12
C1=Cc2ccccc2/C1=C/c1ccccc1	86*	88*	97*	91*	61	62
COC(=O)/C=C(\NC1CC(OC2C[C@](O)(C(C)=O)Cc3c(O)c4c(c(O)c32)C(=O)c2c(OC)cccc2C4=O)OC(C)C1O)C(=O)OC (stereo partly drawn)	98*	98*	74*	98*	98*	95*
COc1cccc(-n2cnc3c(Cl)ncnc32)c1	10	-1	8	-15	3	-29
O=C1C(SCCO)=C(SCCO)C(=O)c2[nH]cnc21	14	6	7	4	-10	-1
[N-]=[N+]=Nc1ccc2[nH]c3ccccc3c(=O)c2c1	18	17	-17	37	-1	-23
Cc1ccc(C2=Nc3cccc4cccc(c34)N2)cc1	-40	-26	-2	-9	-72	11
COc1ccc(C(=O)Oc2ccccc2Br)cc1	7	36	32	8	5	-16
O=C(Nc1ccccc1)C1CCCCCC(C(=O)Nc2ccccc2)C1=O (stereo not drawn)	9	2	-3	2	1	-6
O=C(O)CCC(=O)c1ccc2c3c1CCCC3CC2 (stereo not drawn)	53	48	17	71*	52	29
O=C(O)C(c1ccccc1)C(O)C1CC=CCC1 (stereo not drawn)	-1	-3	-7	-2	-4	-16
CC(C)OC(=O)C(=O)OC(C)C	14	-24	1	2	20	0
O=c1[nH]cnc2c1nnn2CCCCCCCCCCCCn1nnc2c(=O)[nH]cnc21	-6	4	13	25	-10	-4
CCN(CC)CCNc1ccc(Cl)cc1	46	35	7	41	-2	17
O=[N+]([O-])c1ccc(OC2OCC(O)C(O)C2O)cc1 (stereo not drawn)	14	-7	19	24	6	15
CN(C)CCNc1ccc2ncn3c4ccccc4c(=O)c1c23	13	-5	0	46	0	27
CC(=O)OC1COC(n2c(=S)n(-c3ccc(C)cc3)c(=O)c3ccccc32)C(OC(C)=O)C1OC(C)=O (stereo not drawn)	-17	-12	18	2	1	-9
NCCCSc1ccc(Br)cc1	10	20	8	8	34	35
COC(=O)CC(NC(=O)OCc1ccccc1)C(=O)NCC(=O)Oc1ccc([N+](=O)[O-])cc1 (stereo not drawn)	21	12	6	8	12	12
COc1ccc(-c2csc(NC(=O)Nc3nc(-c4ccc(OC)cc4)cs3)n2)cc1	4	1	8	1	-1	-8
CC1=C/C(=C(/c2cccc(S(=O)(=O)O)c2)c2cc(C)c(O)c(C(=O)O)c2)C=C(C(=O)O)C1=O	4	-4	-4	9	-22	25
CCCCOC(=O)C1CC2CC1C1OC21 (stereo not drawn)	-68	-24	-52	-34	-63	0
COc1ccc2nc(C)ccc2c1	-1	-14	-16	-12	-24	4
COc1cc(O)c2c(=O)c(O)c(-c3ccc(O)c(O)c3)oc2c1	3	14	-12	-11	-24	9

The list goes on:
SMILES	yeast rad50	yeast sgs1 mgt1	bub3	yeast mlh1 rad18	mec2-1	yeast cln2 rad14
NS(=O)(=O)c1cc2c(cc1Cl)NC(C(=O)NNC(=O)c1ccncc1)=NS2(=O)=O	-2	-5	-12	-20	-16	1
CSC(SC)(C(=O)O)c1cc(C)no1	19	3	5	1	17	45
CCOC(=O)c1nc2ccc(C(F)(F)F)cc2nc1Nc1ccc(OC)c(OC)c1	-17	-16	-17	-9	-12	-6
N#Cc1ccc(OC(=O)Nc2c(Cl)cc(Cl)cc2Cl)cc1	-10	15	30	10	-15	23
CCOC(CCCl)c1ccc(C)cc1 (stereo not drawn)	-25	-20	-34	-20	-42	20
CCCCCCCCCCCCOC(=O)CSC#N	-6	-32	-40	-14	-38	-68
Oc1ccc2c(c1)CCc1ccccc1-2	96*	96*	99*	99*	76*	99*
Cn1cnc([N+](=O)[O-])c1Sc1nccn1-c1cccc2ccccc12	-25	-22	-14	-8	-19	8
N#CCCC(CCC#N)(CCC(CCC#N)(CCC#N)[N+](=O)[O-])[N+](=O)[O-]	-4	11	9	6	11	-12
O=C1OC2(CCCCC2)OC(=O)C1=C/C=C/c1ccc([N+](=O)[O-])o1	21	41	6	19	29	12
O=C(O)c1ccncc1C(=O)c1csc2ccccc12	8	27	30	19	14	22
Cc1cccc(C)c1NC(=O)C1C(=O)N(c2c(C)cccc2C)C(=O)/C1=N\NC(N)=S (stereo not drawn)	-15	-37	-31	-35	-24	-10
COc1ccc(C(=O)c2cc(Br)ccc2O)cc1	89*	84*	95*	90*	72*	46
CCC(=NCCN=C(CC)c1cc(C)ccc1O)c1cc(C)ccc1O	1	5	5	11	11	20
CCOC(=O)CC1CC2c3cc(OC)c(OC)cc3CCN2CC1CC (stereo not drawn)	3	-7	2	14	13	-5
CCCCCCn1c(SCC)c2ccccc2c1-c1nc(F)nc(F)n1	89*	90*	89*	88*	93*	89*
CNc1cccnc1/C=N/NC(N)=S	-2	-9	3	-15	66	-33
CCCCCCCCCCCCCCCCCCCCOC1OC(COC(C)=O)C(OC(C)=O)C(OC(C)=O)C1OC(C)=O (stereo not drawn)	-21	-17	-6	-20	-14	12
CC(=O)/C(C(=N)C(=O)c1ccccc1)=C(\C)O	-12	4	4	0	22	-17
CCC1(CC)C(=O)C(CC)(CC)C1=O	45	38	39	7	28	21
CC[Si](CC)(CC)c1ccc(CCNCCS)s1	97*	98*	98*	98*	99*	98*
COc1ccc(-c2oc3cc(O)c(OC)c(O)c3c(=O)c2O)cc1	16	22	36	3	9	18
CCOC(=O)c1c2nc3ccccc3sc-2c(C(=O)OCC)c1C(=O)OCC	48	47	56	66	27	33
COC(=O)CCC(NC(=S)N/N=C/c1ccco1)C(=O)OC (stereo not drawn)	-14	-1	-6	-15	-9	19
CN(C)C(=O)OC(Cn1cncn1)(Cn1cncn1)c1ccc(Cl)cc1Cl	-30	8	5	-17	13	-11

(next part)
SMILES	yeast rad50	yeast sgs1 mgt1	bub3	yeast mlh1 rad18	mec2-1	yeast cln2 rad14
N#Cc1c(N)nc(-c2ccccc2)nc1Nc1ccccc1	-5	-34	-34	-37	-14	-32
O=C1NCC2(CCN(CCCC3(c4ccc(F)cc4)OCCO3)CC2)N1c1ccccc1	-14	-2	6	2	0	1
Cc1ccccc1-[n+]1noc(N)n1	5	-15	-1	13	0	4
CCOC(=O)/C(=C/c1ccc(N(C)C)cc1)N(CC)CC	-34	-15	7	-19	-10	13
CCc1ccc(NC(=O)c2ccccc2)cc1CC	-11	-2	-4	-19	-11	-97
CCCCCN(CCCCC)C(=O)CCC	27	7	30	-6	0	9
CC(=O)OCC1OC(n2cnc3c(N)ncnc32)C(O)C1O (stereo not drawn)	-4	-6	4	-11	-6	-40
COCCN(C)C(c1ccccc1)C(O)c1ccccc1 (stereo not drawn)	5	4	5	4	-13	-37
Cc1cc(C)c2c(=O)c3c(oc2c1)O[C@@](C)(CO)C[C@@H]3c1ccccc1	1	2	12	5	11	6
C/C(=C(/O)c1ccc(Cl)cc1)c1nc2cc(Cl)cc([N+](=O)[O-])c2[nH]c1=O	37	25	19	54	43	-5
COc1cc(C(N)=O)cc(OC)c1OC	3	0	5	-3	-10	5
COC1(C)C(=O)Oc2c1c1ccccc1c1ccccc21 (stereo not drawn)	2	-8	11	-2	3	2
Cc1ccc(C(=O)CSC2=NCCN2)cc1Cl	-10	-13	-12	19	-22	-2
O=C1c2ccccc2C(=O)N1N1C(=O)C2C3CCC(O3)C2C1=O (stereo not drawn)	13	13	18	9	0	16
CC(=O)NS(=O)(=O)c1ccc(N=Nc2c(C)nn(C(=O)c3cccnc3)c2-c2ccccc2)cc1	26	12	-2	9	9	26
COC(=O)C1=Cc2cc3c(cc2[C@H](c2ccc4c(c2)OCO4)C1C(=O)OC)OCO3 (stereo partly drawn)	49	47	71*	57	34	37
CCc1c(-c2cc3c(cn2)CCCC3)[nH]c2ccccc12	13	x	x	41	6	x
Cc1cc(C)cc(O)c1	-9	-42	-15	-2	-13	-13
BrC/C(=N\N1CCCCC1)c1ccc(Br)cc1	7	-8	17	14	-8	25
COC(=O)c1cccc2cccc(C(=O)Nc3ccc(Cl)cc3)c12	90*	92*	92*	90*	93*	92*
CC(C)(C)OC(=O)CNC(=O)CNC(=O)CNC(=O)C(CSC(c1ccccc1)(c1ccccc1)c1ccccc1)NC(=O)OCc1ccccc1 (stereo not drawn)	-1	25	-4	37	33	3
CC1(C)OC2(CC1C1(C)C=CC(=O)O1)CC1C(O)(CCC34CC13C(=O)OC4c1ccoc1)O2 (stereo not drawn)	4	3	-3	10	-17	6
CC1=C(C(=O)Nc2cc(=O)n(C)c(=O)n2C)C(c2ccco2)C(C(=O)Nc2cc(=O)n(C)c(=O)n2C)=C(C)N1	0	-11	-5	0	18	13
COc1ccc(C(O)C(c2ccccc2)S(=O)(=O)N2CCCCC2)cc1 (stereo not drawn)	0	-6	-22	-4	-7	-10
COC(=O)Cc1cccnc1	-3	-11	0	13	-7	-1

Ordered by length of the SMILES (high to low): part of the list above.
SMILES	yeast rad50	yeast sgs1 mgt1	bub3	yeast mlh1 rad18	mec2-1	yeast cln2 rad14
C/C(=C(/O)c1ccc(Cl)cc1)c1nc2cc(Cl)cc([N+](=O)[O-])c2[nH]c1=O	37	25	19	54	43	-5
COc1ccc(C(O)C(c2ccccc2)S(=O)(=O)N2CCCCC2)cc1 (stereo not drawn)	0	-6	-22	-4	-7	-10
O=C1c2ccccc2C(=O)N1N1C(=O)C2C3CCC(O3)C2C1=O (stereo not drawn)	13	13	18	9	0	16
COC(=O)c1cccc2cccc(C(=O)Nc3ccc(Cl)cc3)c12	90*	92*	92*	90*	93*	92*
COC1(C)C(=O)Oc2c1c1ccccc1c1ccccc21 (stereo not drawn)	2	-8	11	-2	3	2
Cc1ccccc1-[n+]1noc(N)n1	5	-15	-1	13	0	4

Single records (already shown). Screens in order: yeast rad50 | yeast sgs1 mgt1 | bub3 | yeast mlh1 rad18 | mec2-1 | yeast cln2 rad14
`O=C1NCC2(CCN(CCCC3(c4ccc(F)cc4)OCCO3)CC2)N1c1ccccc1` as listed: -14 | -2 | 6 | 2 | 0 | 1
`COCCN(C)C(c1ccccc1)C(O)c1ccccc1` (stereo not drawn) as listed: 5 | 4 | 5 | 4 | -13 | -37
`CC1(C)OC2(CC1C1(C)C=CC(=O)O1)CC1C(O)(CCC34CC13C(=O)OC4c1ccoc1)O2` (stereo not drawn) as listed: 4 | 3 | -3 | 10 | -17 | 6

The listing picks up, starting 3 compounds before the break.
SMILES	yeast rad50	yeast sgs1 mgt1	bub3	yeast mlh1 rad18	mec2-1	yeast cln2 rad14
CC1=C(C(=O)Nc2cc(=O)n(C)c(=O)n2C)C(c2ccco2)C(C(=O)Nc2cc(=O)n(C)c(=O)n2C)=C(C)N1	0	-11	-5	0	18	13
COc1ccc(C(O)C(c2ccccc2)S(=O)(=O)N2CCCCC2)cc1 (stereo not drawn)	0	-6	-22	-4	-7	-10
COC(=O)Cc1cccnc1	-3	-11	0	13	-7	-1
CN(C)c1n/c(=N/c2ncn[nH]2)ss1	-40	-10	-26	-6	-18	-2
CC(=O)Oc1nnc(-c2ccccc2)c(-c2ccccc2)n1	24	17	7	17	17	14
CCOc1ccc(C(C)c2cc3c(cc2OCCO)OCO3)cc1 (stereo not drawn)	29	69	-30	69	29	60
CC1OC(n2cnc3c(N)ncnc32)C(O)C1O (stereo not drawn)	14&-4	-12&2	-1&1	-14&0	-3&8	5&-53
CC(C)OC(=O)Oc1ccccc1Cl	-18	-14	-3	-22	-21	-7
C=C(C)C(O)C#CCO[Si](c1ccccc1)(c1ccccc1)C(C)(C)C (stereo not drawn)	27	35	9	50	41	43
O=C(Cc1ccccc1)NN1C(=O)C(Cl)C1c1ccccc1O (stereo not drawn)	-13	16	14	1	14	2
CCOc1ccc(NC(=S)NC=C(C#N)C#N)cc1	-18	-10	8	-6	-13	-5
O=C(NC1CCCCC1)OC/C=C\c1ccccc1	7	-8	12	4	-13	-7
Cc1nc([N+](=O)[O-])cn1-c1nc2ccccn2c1[N+](=O)[O-]	4	-4	9	27	0	-9
COC1OC(CO)C(O)C(OCc2ccccc2)C1OCc1ccccc1 (stereo not drawn)	-4	-5	-7	-19	0	-10
N#CC(c1ccc(O)cc1)N1CCN(C(C#N)c2ccc(O)cc2)CC1 (stereo not drawn)	-2	-33	-25	-43	1	-27
COc1ccc(Nc2nc3ccc(C(F)(F)F)cc3nc2C(=O)O)cc1	31	41	61	55	43	68
CCN(CC)CCN1C(=O)c2c(c3c4cccc(Cl)c4n(C4OC(CO)C(OC)C(O)C4O)c3c3[nH]c4c(Cl)cccc4c23)C1=O (stereo not drawn)	84*	90*	89*	91*	87*	89*
O=C(NCCO)c1ccc(O)cc1O	-24	-10	-2	0	-14	-71
CCOC(=O)C(C(=O)O)(C(c1ccccc1)c1ccccc1)C(c1ccccc1)c1ccccc1	98*	98*	98*	99*	99*	99*
C1=CCSC(Nc2ccccc2)=NC1	8	-7	1	-6	3	-3
COC1=CC(O)(CC(N)=O)c2ccccc2C1=O (stereo not drawn)	-5	11	-24	5	-9	-11
CCOC(=O)Nc1nc2cc(C(=O)OC)n(C)c2s1	19	26	7	19	24	11

Screens: PubChem BioAssay, NCI
